# ROC1-CUL1 inh = inhibitors of human ROC1-CUL1 ubiquitin ligase activity; in vitro K48 di-Ub FRET, acceptor:donor ratio, 45 min; inhibition, % at 10 µM; hit rate 0.6% among 140,000; in the data active = inhibition above about 25%
# Target sequence (P62877 whole entry, looked up): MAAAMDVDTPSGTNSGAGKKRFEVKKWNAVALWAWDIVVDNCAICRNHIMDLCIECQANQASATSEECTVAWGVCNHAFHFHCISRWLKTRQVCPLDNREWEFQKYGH
# Target sequence (Q13616 whole entry, looked up): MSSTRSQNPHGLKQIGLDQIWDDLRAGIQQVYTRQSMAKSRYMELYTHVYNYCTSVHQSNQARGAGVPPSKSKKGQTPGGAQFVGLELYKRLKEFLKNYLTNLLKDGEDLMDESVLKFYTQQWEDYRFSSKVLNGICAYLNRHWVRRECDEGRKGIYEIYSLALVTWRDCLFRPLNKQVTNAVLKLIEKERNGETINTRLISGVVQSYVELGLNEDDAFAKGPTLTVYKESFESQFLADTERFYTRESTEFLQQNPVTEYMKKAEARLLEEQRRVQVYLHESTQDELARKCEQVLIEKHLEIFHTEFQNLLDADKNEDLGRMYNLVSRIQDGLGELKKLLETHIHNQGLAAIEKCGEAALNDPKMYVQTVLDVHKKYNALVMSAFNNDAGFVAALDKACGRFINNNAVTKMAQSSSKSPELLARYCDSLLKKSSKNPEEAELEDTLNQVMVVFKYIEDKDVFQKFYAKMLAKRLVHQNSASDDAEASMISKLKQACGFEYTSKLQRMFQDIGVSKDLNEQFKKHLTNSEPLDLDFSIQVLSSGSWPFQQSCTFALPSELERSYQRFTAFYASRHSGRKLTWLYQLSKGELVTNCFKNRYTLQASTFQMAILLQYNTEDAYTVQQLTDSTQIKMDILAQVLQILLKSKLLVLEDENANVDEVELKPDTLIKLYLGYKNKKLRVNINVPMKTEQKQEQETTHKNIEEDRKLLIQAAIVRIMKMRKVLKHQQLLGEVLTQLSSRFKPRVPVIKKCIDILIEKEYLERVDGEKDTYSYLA
# The depositor's hits bear a star. A portion of the library; the hit share may differ from the screen's.
ROC1-CUL1 inh | SMILES
0 | COc1ccc(-c2nc3ccccc3n3c(-c4ccc(OC)cc4)c4c(=O)n(C)c(=O)n(C)c4c23)cc1
0 | CN1CCN(S(=O)(=O)c2cnccc2N2CCN(CCO)CC2)CC1
-5 | O=C(c1ccc(=O)[nH]c1)N1CCC2(CCCN(Cc3ccc(F)c(F)c3)C2)C1 (stereo not given)
2 | COc1ccccc1NC(=O)Cn1c(=O)c(CNc2ccc(C)cc2)cc2cc3c(cc21)OCCO3
7 | CC1=CC(C)(C)N2C(=O)C(=O)c3cc(OC(=O)c4ccc(C)cc4)cc1c32
-9 | Cc1ccc(NC(=O)Cn2cc3c(n2)CCCC3)cc1Cl
-16 | Cc1ccc(C(=O)/C=C/c2cn(CC(O)CN3CCc4ccccc43)c3ccccc23)cc1 (stereo not given)
-1 | Cc1ccc(C)c(/C=C2\N=C(c3cc(I)ccc3Cl)OC2=O)c1
11 | CC(CCc1ccccc1)NC(=O)Cn1c(=O)nc(-c2ccccc2F)c2cc(Cl)ccc21 (stereo not given)
2 | Cc1c(-c2nnc(SCC(=O)Nc3ccc(Br)cc3)o2)nnn1-c1ccc(F)cc1
4 | CC(C)Oc1ccc(C(=O)NC2CC3CCC2C3)cc1 (stereo not given)
0 | CCOc1cc(/C=N\NC(=O)c2ccc(NC(=O)C(C)(C)C)cc2)ccc1OC(=O)c1ccc(OC)cc1
-8 | Cn1c(SCc2c(Cl)cccc2Cl)cc(=O)n(C)c1=O
-1 | COc1ccc(-c2cn3nc(SCC(=O)Nc4cccc(C)c4C)ccc3n2)cc1
0 | Fc1ccc(OCCN2CCN(C3Cc4ccc(F)cc4Sc4cc(F)c(Cl)cc43)CC2)cc1 (stereo not given)
-1 | CCc1ccc(NC(=O)C(NS(=O)(=O)c2cccs2)C(C)C)cc1 (stereo not given)
13 | CC(C)N1CCN(c2ccc(C(=O)NCCC3CCCCN3C)cn2)CC1 (stereo not given)
-11 | O=[N+]([O-])c1ccc(/C=N/n2cnnc2)o1
-5 | Cc1ccc(Nc2nc(Cl)nc(NCc3ccccc3)n2)cc1
-3 | CCCN1CCN(c2cc3c(cc2F)c(=O)c(S(=O)(=O)c2ccc(CC)cc2)cn3CC)CC1
9 | F/C(=C(/F)C(F)(F)F)c1nc2ccccc2s1
1 | CC1(C)CC(=O)CC(=NN2CCOCC2)C1
-3 | CCC(C)(C)C1CCc2c(sc(NC(=O)C3CC=CCC3C(=O)O)c2C(N)=O)C1 (stereo not given)
6 | CCCN1CCN(c2ncnc3sc(C(=O)Nc4ccc(C(C)C)cc4)c(C)c23)CC1
3 | CCOc1ccc(/C=C2\C(=O)NC(=O)N(c3ccc4c(c3)OCO4)C2=O)cc1Cl
3 | COc1ccc(C)cc1NC1(c2ccccc2)C(=O)c2ccccc2C1=O
5 | CCC1CCCCN1CCCNC(=O)CN1C(=O)c2cccnc2Oc2ccc(Cl)cc21 (stereo not given)
-4 | Cc1[nH]c(-c2ccccc2)nc1C(=O)N1CCOC(Cc2ccccc2)C1 (stereo not given)
-2 | O=C(Nc1ccccc1C(=O)N1CCCCC1)c1nsc2ccccc12
10 | NC(=O)CSc1nnc2n1CCCN2
-2 | O=C(Nc1ccc2c(c1)OCO2)c1ccc(CN2CCc3ccccc3C2)cc1
0 | CCN1CN(Cc2ccccc2)CNC1=S
0 | COc1ccc(/C=C2/N=C3CCCCCN3C2=O)cc1OC
-5 | CC1CN(S(=O)(=O)c2ccc(/C=C/C(=O)c3ccccc3)s2)CC(C)O1 (stereo not given)
-3 | O=C(c1cccc2ccccc12)C1CCCN(C(=O)c2cc[n+]([O-])cc2)C1 (stereo not given)
9 | Cc1ccccc1NC(=O)CCC(C#N)(c1ccccc1)C(C)C (stereo not given)
2 | Cc1noc(C)c1C(=O)Nc1cccc(F)c1
-8 | COC(=O)c1sc(-c2ccccc2)cc1NC(=O)Nc1ccc(Cl)cc1
4 | CCCNC(=O)C(C)SCc1ccccc1 (stereo not given)
-9 | Cc1ccnc(NC(=O)CS(=O)(=O)Cc2ccccc2)c1
6 | CCOC(=O)C1(Cc2ccccc2Cl)CCN(C(=O)CCn2cncn2)CC1
-5 | Cc1ccc2[nH]c(=O)c3cc(C(=O)N(C)c4ccc(Br)cc4)sc3c2c1
-6 | COc1cc(C)c(-c2c(C)cc(OC)cc2C)c(C)c1
2 | Cc1ccc(CSCCNC(=O)c2ccc(C3SCC(=O)N3Cc3ccccc3)cc2)cc1 (stereo not given)
5 | O=C(COC(=O)C12CC3CC(CC(C3)C1)C2)NCCc1ccccc1
-1 | CN(Cc1cccnc1)C(=O)c1coc(CN2CCN(Cc3ccccc3)CC2)n1
6 | COc1ccccc1N1CCN(C(=O)c2nn3c(c2Cl)NC(c2ccc(Br)cc2)CC3C(F)(F)F)CC1 (stereo not given)
4 | CCCc1cc(=O)[nH]c(Nc2cc(C)cc(C)c2)n1
3 | COc1cc2c(cc1OC)C(COc1ccc3c(C)cc(=O)oc3c1)N(C(=O)c1ccccc1F)CC2 (stereo not given)
-4 | Cc1ccc(NC(=O)CSc2nnc(Cc3ccccc3)n2C)c(Br)c1
1 | Clc1ccccc1COc1cccc(/C=N/Nc2nc(N3CCOCC3)nc(N3CCOCC3)n2)c1
0 | CC(C(=O)Nc1ccc(Cl)cc1C(F)(F)F)c1cccc(C(=O)c2ccccc2)c1 (stereo not given)
-8 | COC(=O)c1c(NC(=O)/C=C/c2ccc(OC)c(OC)c2)sc2c1CCCCC2
5 | Cc1cccc(CN2CCC(C(=O)Nc3ccc(F)cc3)CC2)c1
-9 | CCC(C)C(=O)Nc1cc(Cl)ccc1Cl (stereo not given)
8 | COc1ccccc1NC(=O)C1CC1
2 | COc1cc(S(=O)(=O)NC(C)C)ccc1Cl
-1 | Cc1cc(C)cc(OCC(=O)Nc2ccccc2OC(F)F)c1
-6 | CCOc1ccc(S(=O)(=O)N2CCCC2C(=O)O)cc1 (stereo not given)
-5 | O=C(C1CCCC1)N1CCN(S(=O)(=O)c2cccs2)CC1

# Compounds listed so far that contain a CF3 group (three):
ROC1-CUL1 inh | SMILES
9 | F/C(=C(/F)C(F)(F)F)c1nc2ccccc2s1
6 | COc1ccccc1N1CCN(C(=O)c2nn3c(c2Cl)NC(c2ccc(Br)cc2)CC3C(F)(F)F)CC1 (stereo not given)
0 | CC(C(=O)Nc1ccc(Cl)cc1C(F)(F)F)c1cccc(C(=O)c2ccccc2)c1 (stereo not given)

# New compounds follow:
ROC1-CUL1 inh | SMILES
-4 | O=C(NCc1ccccc1Cl)c1nnc(Cc2cccc(F)c2)o1
0 | CCOc1ccccc1-n1c(C)nc2cc(C(=O)O)ccc21
-3 | CCCS(=O)(=O)N1CCCC(C(=O)Nc2cccc(C(F)(F)F)c2)C1 (stereo not given)
3 | Cc1nnc(N2CCN(c3ccc(Cl)cc3)CC2)c2c1nnn2Cc1ccc(F)cc1
4 | Cc1ccc(Cn2cc3c(n2)-c2c(oc(C(=O)Nc4ccc(F)cc4F)c2C)CC3)cc1
3 | CCOc1cc(CNC(C)c2ccccc2)cc(Cl)c1OC (stereo not given)
5 | Cc1cc(C(=O)CSc2nnc3sc4ccccc4n23)c(C)n1-c1ccccc1F
1 | Cc1nonc1C(=O)N1CCCC(CCC(=O)N2CCN(c3ccccn3)CC2)C1 (stereo not given)
0 | O=S(=O)(NCc1ccccc1)c1ccc2[nH]c3c(c2c1)CCCCC3
1 | Cc1ccc(-c2cc(C(=O)Nc3cc([N+](=O)[O-])ccc3C)no2)cc1F
-6 | Cc1ccc(Cl)cc1NC(=O)c1ccc(-c2nc(CSc3ccccc3)c(C)o2)cc1
3 | O=S1(=O)CC(Oc2ccc3ccccc3c2)C2CCCCC21 (stereo not given)
-3 | O=C(NCC(c1cccnc1)N1CCc2ccccc2C1)C(=O)Nc1ccccc1F (stereo not given)
1 | O=C(O)c1cccnc1Oc1ccccc1Cl
-5 | Cc1cc(C)[n+](Cc2ccccc2)o1
-3 | Cc1ccc(OC2CCN(Cc3ccncc3)CC2)c(C(=O)N2CCSCC2)c1
-2 | CC(C)c1ccc(NC(=O)Cn2c(=O)n(CCc3ccccc3)c(=O)c3ccccc32)cc1
5 | CCOC(=O)N1CCC(NC(=O)c2cc(NC(=O)CC)cc3nc(Cc4ccccc4)n(C)c23)CC1
-2 | O=C(NCc1cccnc1)C1CCN(C2CCN(C(=O)c3ccccc3F)CC2)CC1
-7 | COc1cccc(CNCCSc2nnnn2C)c1
-5 | N#Cc1sc2nc(C34CC5CC(CC(C5)C3)C4)ccc2c1N
0 | CCc1nnc(SCC(=O)Nc2ccc(OC)c(OC)c2)c2cc3occc3n12
10 | Cc1cccc(OCCNc2cc(N3CCOCC3)ccc2[N+](=O)[O-])c1
4 | O=C(CSc1ncccn1)NCC1Cc2cc(-c3ccsc3)cc(Cl)c2O1 (stereo not given)
-4 | Clc1ccccc1-c1nc(Oc2ccccc2)c2ccccc2n1
-1 | c1ccc(-c2cc3ccc4cccc2n43)cc1
1 | O=C1c2ccccc2C(=O)N1CCCCN1CCN(c2cccc(C(F)(F)F)c2)CC1
8 | COCc1cn(C2CCN(C(=O)Nc3c(F)cccc3F)CC2)nn1
-3 | COc1ccc(-n2cc(Cl)nc(NCCc3c[nH]c4ccccc34)c2=O)cc1
-4 | CC1=Nc2nc(SCc3ccccc3)nn2C(c2ccccc2)C1C(=O)Nc1cccnc1 (stereo not given)
5 | O=C(NC(=S)Nc1ccc2c(c1)OCCO2)c1ccc(F)cc1Cl
-5 | Cc1ccc(NC(=O)CCSCCC(=O)Nc2ccc(C)cc2C)c(C)c1
1 | O=C(Nc1ccc(F)cc1)c1ccc(CN2CCCC2)cc1
3 | Cn1cnc(S(=O)(=O)N2CCC(C(=O)NCc3ccccc3Cl)CC2)c1
80* | O=C1NC(=O)C(=Cc2cc(Br)c(I)o2)C(=O)N1
-2 | O=C1OC2(c3ccccc3)SC(=C(c3ccccc3)c3ccccc3)N(c3ccccc3)C(c3ccccc3)=C2C1=O (stereo not given)

# Printed as active in ROC1-CUL1 inh, of those listed so far:
ROC1-CUL1 inh | SMILES
80* | O=C1NC(=O)C(=Cc2cc(Br)c(I)o2)C(=O)N1

# Entries shown so far containing two or more sulfur atoms, in the order listed:
ROC1-CUL1 inh | SMILES
-1 | CCc1ccc(NC(=O)C(NS(=O)(=O)c2cccs2)C(C)C)cc1 (stereo not given)
-5 | CC1CN(S(=O)(=O)c2ccc(/C=C/C(=O)c3ccccc3)s2)CC(C)O1 (stereo not given)
2 | Cc1ccc(CSCCNC(=O)c2ccc(C3SCC(=O)N3Cc3ccccc3)cc2)cc1 (stereo not given)
-5 | O=C(C1CCCC1)N1CCN(S(=O)(=O)c2cccs2)CC1
5 | Cc1cc(C(=O)CSc2nnc3sc4ccccc4n23)c(C)n1-c1ccccc1F
4 | O=C(CSc1ncccn1)NCC1Cc2cc(-c3ccsc3)cc(Cl)c2O1 (stereo not given)

# The list continues.
ROC1-CUL1 inh | SMILES
-1 | COC(C(=O)N/N=C/c1ccc(SC)cc1)c1ccccc1 (stereo not given)
11 | Nc1c(C(=O)Nc2ccc(Cl)cc2Cl)sc2nc(-c3cccs3)ccc12
-5 | CCOC(=O)C1=c2s/c(=C\c3ccc(OC)cc3)c(=O)n2C(=N)C(S(=O)(=O)c2ccccc2)C1c1ccc(OC)cc1 (stereo not given)
2 | Cc1ccc(C)c(NC(=O)Cn2nnc(C(=O)NCc3ccccc3Cl)c2N)c1
-4 | Cc1cc(Br)cc2c(C(=O)NCC3CCCO3)cc(-c3cccs3)nc12 (stereo not given)
2 | COc1ccccc1C(=O)NCC(=O)N/N=C/c1cc([N+](=O)[O-])cc([N+](=O)[O-])c1O
8 | CCOC(=O)C1(CCOc2ccccc2)CCN(CC)CC1
-4 | C=CCN(C(=O)c1ccc2c(c1)nnn2C)c1ccccc1
-2 | Cc1ccc2[nH]c(=O)c3cc(C(=O)NCc4cccc(Cl)c4)sc3c2c1
-20 | COc1cc(CNn2c(C)n[nH]c2=S)cc(Cl)c1OCc1ccccc1
2 | Cc1ccccc1N1C(=O)CN(C(=O)C2COc3ccccc3O2)CC1C (stereo not given)
8 | COc1ccccc1-c1nnc(SCC(=O)c2ccc(Cl)cc2)n1-c1ccccc1
5 | COc1ccc(-c2nn(CN3CCN(c4ccc(F)cc4)CC3)c(=S)o2)cc1OC
1 | COC(=O)c1c(NC(=O)CCCOc2ccc(C)cc2)sc2c1CCCC2
3 | N#Cc1ccccc1CSc1nnc2ccc3ccccc3n12
11 | Cc1cc(I)ccc1NC(=O)C(C)N1C(=O)c2ccccc2C1=O (stereo not given)
-5 | CCc1ccc(-c2cc(C(F)(F)F)n3nc(C(=O)Nc4ccc(OC)cc4)cc3n2)s1
0 | O=C(CN1C(=O)S/C(=C\c2ccc(-c3ccccc3)o2)C1=O)Nc1ccc(F)cc1
-5 | CCCN1CCCN(c2ccc(C(=O)N(CC)Cc3nccn3C)cn2)CC1
-6 | COc1cccc(CNC(=O)CSc2c3c(nc4ccc(Cl)cc24)CCCC3)c1OC
8 | Fc1ccccc1CN1CCc2onc(-c3ccccc3)c2C1
0 | CCc1cc2c(=O)c(-c3ccc4c(c3)OCCCO4)coc2cc1OC(=O)N1CCOCC1
7 | CSc1nc2cc(S(=O)(=O)NCc3ccccc3F)ccc2s1
-6 | Cc1[nH]c2ccccc2c1/C=N/NC(=O)c1cc(-c2ccc(OC(C)C)cc2)n[nH]1
7 | O=S(=O)(NCCc1nnc2ccc(SCc3ccccc3Cl)nn12)c1ccccc1
-4 | CC(C)Oc1ccc(C(=O)Nc2cccc(Cl)c2)cc1
-7 | CCN(C(=O)C1CCN(C(=O)c2ccc(Cl)cc2)CC1)C1CCCCC1
-1 | CCOC(=O)c1sc(NCCOCc2ccccc2)nc1C
-6 | COc1cccc(C(=O)NCC2CCCN(Cc3cc(CC(C)C)n[nH]3)C2)c1OC (stereo not given)
8 | Cc1ccc(OCc2cc(C(=O)NCCN3CCN(C)CC3)no2)cn1
2 | CCc1ccc(-n2nc3ccc(NC(=O)c4cc5ccccc5o4)cc3n2)cc1
-6 | Clc1ccc(CSc2n[nH]c(CCc3nc(SCc4ccc(Cl)cc4)n[nH]3)n2)cc1
-8 | COc1ccc(C(=O)N2CCC3(CCCN(CC(C)(C)C)C3=O)C2)cc1 (stereo not given)

# Screening data: PubChem, Icahn School of Medicine at Mount Sinai
